HTR1E antagonist = 5-HT1E receptor antagonists, primary screen, cell-based, HTS; CHO 5-HT1E Ga15 NFAT-bla reporter, FRET, antagonist; inhibition, % at 6 µM; 65,000 tested, 0.99% active;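 active = inhibition above a set limit, the mean inhibition across every tested compound plus 3 SD, cut at about 29% in these data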;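 note: signal is the 460 over 535 nm emission ratio of beta-lactamase substrate; 0% = agonist plus DMSO wells and 100% = wells without agonist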
HEK293 NFkB inh = inhibitors of PMA/ionomycin-induced NF-kB reporter, primary screen, antigen receptor NF-kB inhibitor project, cell-based, HEK-293 luciferase reporter, luminescence; HEK-293 NF-kB luciferase reporter; inhibition, % at 3 µM; 62,000 tested, 0.21% active; AID 465, 2006;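 active = inhibition above the mean of all tested compounds plus 3 SD, cut at about 40% in these data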;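 note: 0% = stimulated DMSO wells and 100% = 10 µM reference inhibitor 5653914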
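System – HEK-293 cells with stable firefly luciferase reporter driven by four HIV NF-kB elements · Doses – one dose, 3 µM · Schedule – 1 h compound pre-incubation, 16 h PMA/ionomycin at 37 °C · Technique – luminescence from luciferase substrate reagent · Measure – percent inhibition normalized per plate to DMSO and reference-inhibitor controls · Replicates – tested once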
HTR1A agonist = human 5-HT1a receptor agonists, primary screen, cell-based, CHO, Ga15 NFAT-bla reporter; 5-hydroxytryptamine receptor 1A (Homo sapiens), P08908; CHO 5-HT1a Ga15 NFAT-bla reporter, FRET ratio; 0% basal, 100% maximal reference agonist; activation, % at 10 µM; 65,000 tested, 0.56% active; AID 567, 2006;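 active = activation above the screen-wide mean activation plus 3 SD, cut at about 19% in these data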;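 note: 0% = DMSO wells and 100% = 5-CT at EC100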
Target sequence (P08908 whole entry, looked up): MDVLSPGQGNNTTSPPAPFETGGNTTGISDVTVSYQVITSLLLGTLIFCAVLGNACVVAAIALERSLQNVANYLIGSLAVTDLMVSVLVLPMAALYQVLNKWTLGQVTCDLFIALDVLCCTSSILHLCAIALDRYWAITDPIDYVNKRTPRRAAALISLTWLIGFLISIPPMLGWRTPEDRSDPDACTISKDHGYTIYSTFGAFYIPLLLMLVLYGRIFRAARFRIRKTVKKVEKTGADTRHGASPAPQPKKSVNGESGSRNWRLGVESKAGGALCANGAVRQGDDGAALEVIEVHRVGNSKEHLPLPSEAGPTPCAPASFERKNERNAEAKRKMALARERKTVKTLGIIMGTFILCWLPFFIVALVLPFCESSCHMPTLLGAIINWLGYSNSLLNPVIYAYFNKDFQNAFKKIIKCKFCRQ
D1 mod = D1 CRE-luciferase signal change, two-sided – cell-based, HEK293 D1, dopamine EC30, D1 allosteric modulator project, primary screen. D(1A) dopamine receptor (Homo sapiens), P21728. B-score at 10 µM. dopamine EC30 potentiation; actives deviate in either direction. 58,000 tested, 5.9% active. AID 641, 2007;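 active = luminescence count or its row- and column-corrected plate score outside the 99.7% band of the plate's sample wells, on either side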
5HT1a antag = human 5-HT1a receptor antagonists, primary screen, cell-based, CHO, Ga15 NFAT-bla reporter | AID 612, 2007 | inhibition, % at 10 µM | CHO 5-HT1a Ga15 NFAT-bla reporter, antagonist mode | 62,000 tested, 0.68% active | 5-hydroxytryptamine receptor 1A (Homo sapiens), P08908;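 active = inhibition above the mean of all tested compounds plus 3 SD, cut at about 43% in these data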;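 note: receptor stimulated by 5-CT agonist at 100 nM near EC80; beta-lactamase reporter measured by ratiometric fluorescence of a cleavable substrate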
5HT1E ag = 5-HT1E receptor agonists, primary screen, cell-based, HTS | 5-hydroxytryptamine receptor 1E (Homo sapiens), P28566 | CHO 5-HT1E Ga15 NFAT-bla reporter, FRET; 0% DMSO wells, 100% control agonist wells | activation, % at 6 µM | 65,000 tested, 0.69% active;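 active = activation above a set limit, the screen-wide mean activation plus 3 SD, cut at about 8.5% in these data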;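 note: 100% = positive control agonist at 1 µM giving full maximal response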
Jurkat tox 60K = cytotoxicity toward Jurkat T cells, primary screen, cytotoxicity control, cell-based, Jurkat E6.1, 60K MLSMR library; 56,000 tested, 1.2% active; Jurkat E6.1 viability, ATP luminescence, 48 h; inhibition, % at 4 µM; AID 463, 2006;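 active = inhibition above the mean inhibition of all tested compounds plus 3 SD, cut at about 28% in these data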
S1P1 ag-PAM = S1P1 agonists and agonism potentiators, primary screen, cell-based, primary and confirmation screens, CRE-bla reporter; Sphingosine 1-phosphate receptor 1 (Homo sapiens), P21453; S1P1 CRE-bla cells, forskolin, beta-lactamase FRET, potentiator mode; S1P1 agonist co-added at EC20, 2 nM; 100% = saturating reference agonist, 0% = basal; activation, % at 9.5 µM; 56,000 tested, 0.57% active; AID 449, 2006;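 active = activation above a cutoff set at the mean activation of all tested compounds plus 3 SD, cut at about 54% in these data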;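 note: forskolin at 4 µM as EC80 and the EC20 agonist is SEW2871; 100% = SEW2871 at its EC100 plus forskolin at EC80; some compounds past the cut are filed as inactive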
Target sequence (P21453 whole entry, looked up): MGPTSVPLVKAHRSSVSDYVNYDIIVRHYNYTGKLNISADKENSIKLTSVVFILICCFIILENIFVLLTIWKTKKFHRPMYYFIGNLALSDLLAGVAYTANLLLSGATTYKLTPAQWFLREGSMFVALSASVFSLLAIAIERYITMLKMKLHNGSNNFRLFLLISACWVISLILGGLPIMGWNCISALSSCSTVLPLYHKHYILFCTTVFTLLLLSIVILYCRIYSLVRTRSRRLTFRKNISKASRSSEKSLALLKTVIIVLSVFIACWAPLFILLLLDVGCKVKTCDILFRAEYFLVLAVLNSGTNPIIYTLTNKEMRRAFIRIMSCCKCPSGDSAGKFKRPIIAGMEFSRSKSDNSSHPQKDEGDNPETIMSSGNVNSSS
S1P3 ag = human S1P3 receptor agonists, primary screen, cell-based, primary and confirmation, NFAT-BLA reporter | AID 373, 2006 | Sphingosine 1-phosphate receptor 3 (Homo sapiens), Q99500 | activation, % at 4.5 µM | 60,000 tested, 0.1% active | S1P3 NFAT-BLA reporter cells, agonism, FRET ratio; relative to 1 µM S1P, basal subtracted;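 active = activation above the screen-wide mean plus 3 SD, cut at about 4.5% in these data, passing the limit was not always enough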; note: some compounds called inactive have numbers as strong as hits
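Material: Human S1P3 NFAT-BLA reporter CHO cells | Incubation: Overnight plating, 4 h compound 37 °C, 2 h substrate RT | Signal: FRET β-lactamase substrate fluorescence, excitation 405 nm, 460/535 nm emission ratio, background-subtracted | Compound: 4.5 µM final, single dose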
* = called active by the depositor. The order is random. About 8.3% of those tested had a hit in this group.

Screening CC(=O)c1c(C)[nH]c(C(=O)N2CCc3ccccc3C2)c1C returned HTR1E antagonist 0, HEK293 NFkB inh 18, HTR1A agonist -3.6, D1 mod -1.3, 5HT1a antag -6, 5HT1E ag -0.1, Jurkat tox 60K 3, S1P1 ag-PAM 13 and S1P3 ag -1.1.
Cn1c(=O)cc(NCc2ccccc2)[nH]c1=O was read as HTR1E antagonist -2, HTR1A agonist 0.2, 5HT1E ag -0.8, S1P1 ag-PAM -2 and S1P3 ag -2.7.
`CCOc1cccc(-c2nnc3sc(COc4ccc(C)cc4)nn23)c1` gave HTR1E antagonist 1, HEK293 NFkB inh 14, HTR1A agonist -2.2, D1 mod -0.64, 5HT1a antag 4, 5HT1E ag 0.1, Jurkat tox 60K -3, S1P1 ag-PAM 3 and S1P3 ag -1.1.
CCOC(=O)C(C)n1cnc2c(cnn2-c2ccc(Cl)cc2)c1=O (stereo not drawn) was read as HTR1E antagonist -4, HEK293 NFkB inh -16, HTR1A agonist -3.3, 5HT1a antag 4, 5HT1E ag 0.1, Jurkat tox 60K -6, S1P1 ag-PAM 5 and S1P3 ag -1.1.
For NC(=O)C1CCN(CCCNC2CC(=O)N(Cc3ccc(N4CCCC4=O)cc3)C2=O)CC1 (stereo not drawn) the results were HTR1E antagonist 0, HEK293 NFkB inh 9, HTR1A agonist 0.5, D1 mod -0.42, 5HT1a antag -6, 5HT1E ag -0.5, Jurkat tox 60K -1, S1P1 ag-PAM -26 and S1P3 ag -0.7.
For Cc1ccc(C)c(S(=O)(=O)c2c(N)n(/N=C/c3ccco3)c3nc4ccccc4nc23)c1 the results were HTR1E antagonist 8, HEK293 NFkB inh 7, HTR1A agonist 0.0, D1 mod -1.3, 5HT1a antag 2, 5HT1E ag 1.5, Jurkat tox 60K -4, S1P1 ag-PAM -40 and S1P3 ag -0.7.
COCCSc1ccccc1C(=O)N1CCN(Cc2ccc3c(c2)OCO3)CC1 was read as HTR1E antagonist -3, HEK293 NFkB inh 13, HTR1A agonist -2.0, D1 mod 0.035, 5HT1a antag -3, 5HT1E ag 0.6, Jurkat tox 60K -1, S1P1 ag-PAM -10 and S1P3 ag -0.2.
Screening O=C1NC(Cc2c[nH]c3ccccc23)C(=O)N1CCOc1ccc(F)cc1 (stereo not drawn) returned HTR1E antagonist -1, HEK293 NFkB inh 14, HTR1A agonist -1.8, 5HT1a antag 3, 5HT1E ag -0.5, Jurkat tox 60K 7, S1P1 ag-PAM -9 and S1P3 ag -0.5.
Screening CC(C)(C)C(=O)CSc1nc2ncc(Br)cc2[nH]1 returned HTR1E antagonist -5, HEK293 NFkB inh 3, HTR1A agonist -4.0, D1 mod 1.2, 5HT1a antag -17, 5HT1E ag 0.1, Jurkat tox 60K -4, S1P1 ag-PAM -22 and S1P3 ag -0.7.
CCOC(=O)N1CCN(C(=O)CSc2nnc(COc3ccc(Cl)cc3)o2)CC1 was read as HTR1E antagonist 1, HEK293 NFkB inh 10, HTR1A agonist -2.1, D1 mod -0.67, 5HT1a antag 2, 5HT1E ag 0.5, Jurkat tox 60K 2, S1P1 ag-PAM 13 and S1P3 ag -1.3.
`Cc1ccc(NC(=O)CN(C)C(=O)CCCN2C(=O)c3ccccc3C2=O)cc1` gave HTR1E antagonist 0, HEK293 NFkB inh -2, HTR1A agonist -4.4, D1 mod -1.1, 5HT1a antag -2, 5HT1E ag -0.2, Jurkat tox 60K -1, S1P1 ag-PAM -13 and S1P3 ag -1.0.
`CCCC(=Nc1ccccc1)C1=C(O)C(C(=O)OC)C(C)(C)CC1=O` (stereo not drawn) gave HTR1E antagonist 5, HEK293 NFkB inh 14, HTR1A agonist -0.1, 5HT1a antag -11, 5HT1E ag -0.7, Jurkat tox 60K 8, S1P1 ag-PAM -2 and S1P3 ag -0.7.
Screening CCN1CCN(CCCNC(=O)C(NC(=O)C2CCC(C)CC2)C(C)C)CC1 (stereo not drawn) returned HTR1E antagonist -10, HEK293 NFkB inh -3, HTR1A agonist 0.3, D1 mod 1.9, 5HT1a antag -7, 5HT1E ag 0.2, Jurkat tox 60K -1, S1P1 ag-PAM 0 and S1P3 ag 0.9.
Screening COc1ccc(CCn2c(N)c(S(=O)(=O)c3cccs3)c3nc4ccccc4nc32)cc1OC returned HTR1E antagonist 7, HEK293 NFkB inh 23, HTR1A agonist 1.5, D1 mod 2, 5HT1a antag -12 and 5HT1E ag 0.0.
For COc1cc(CCC(=O)N2CCN(S(=O)(=O)c3ccc(C)c(C)c3)CC2)cc(OC)c1OC the results were HTR1E antagonist 0, HEK293 NFkB inh 20, HTR1A agonist -3.1, D1 mod 0.59, 5HT1a antag 2, 5HT1E ag 0.2, Jurkat tox 60K 1, S1P1 ag-PAM -50 and S1P3 ag 0.9.
OC(COc1ccc2ccccc2c1Cl)CN1CCOCC1 (stereo not drawn) was read as HTR1E antagonist -8, HEK293 NFkB inh 0, HTR1A agonist 1.2, D1 mod -0.23, 5HT1a antag -9, 5HT1E ag -0.4, Jurkat tox 60K -6, S1P1 ag-PAM -14 and S1P3 ag -0.9.
COc1ccc(OC)c(S(=O)(=O)N2c3cc(F)ccc3CCC2C)c1 (stereo not drawn) was read as HTR1E antagonist -7, HEK293 NFkB inh 10, HTR1A agonist 0.1, D1 mod -0.37, 5HT1a antag 10, 5HT1E ag 0.3, Jurkat tox 60K -4, S1P1 ag-PAM -6 and S1P3 ag -0.3.
For CCOCCOC(=O)C1=C(C)NC2=C(C(=O)CC(c3cccs3)C2)C1c1ccsc1 (stereo not drawn) the results were HTR1E antagonist 14, HEK293 NFkB inh 22, HTR1A agonist 0.5, D1 mod -2.4, 5HT1a antag 10, 5HT1E ag 0.7, Jurkat tox 60K 11, S1P1 ag-PAM 9 and S1P3 ag -1.6.
Screening CC1(C)CC(=O)NC=C(c2ccccc2)C1 returned HTR1E antagonist 1, HEK293 NFkB inh 10, HTR1A agonist -0.4, D1 mod -0.1, 5HT1a antag 1 and 5HT1E ag -1.6.
`COc1ccccc1NC(=O)CSc1nnc(COc2ccc(Cl)cc2)n1Cc1ccco1` gave HTR1E antagonist 10, HEK293 NFkB inh 20, HTR1A agonist 6.4, D1 mod -1.2, 5HT1a antag 30, 5HT1E ag -0.3, Jurkat tox 60K -3, S1P1 ag-PAM 14 and S1P3 ag 0.0.
Screening Cc1ccc(SCCCCN2C(=O)NC(C)(C)C2=O)cc1 returned HTR1E antagonist 3, HEK293 NFkB inh 15, HTR1A agonist -1.7, D1 mod -0.068, 5HT1a antag 18, 5HT1E ag -0.6, Jurkat tox 60K 4 and S1P3 ag -1.0.
`O=C(NCc1ccccc1F)C1CCCN1C(=O)NCc1ccccc1` (stereo not drawn) gave HTR1E antagonist -6, HEK293 NFkB inh 2, HTR1A agonist 1.4, D1 mod 0.053, 5HT1a antag -8, 5HT1E ag 7.0, Jurkat tox 60K -4, S1P1 ag-PAM 2 and S1P3 ag 1.1.
For COc1cc(CNc2ccc3[nH]c(=O)[nH]c3c2)cc(Cl)c1OCC(=O)NC(C)(C)C the results were HTR1E antagonist 6, HEK293 NFkB inh 4, HTR1A agonist 0.1, D1 mod 1, 5HT1a antag -14, 5HT1E ag 0.4, Jurkat tox 60K 3 and S1P3 ag -0.9.
For CCOC(=O)COn1c(SCC(=O)OCC)nc2ccccc2c1=O the results were HTR1E antagonist 6, HEK293 NFkB inh 3, HTR1A agonist 0.2, 5HT1a antag 3 and 5HT1E ag -1.6.

Overlap with the part before: 2 entries, then new ones.
For COc1cc(CNc2ccc3[nH]c(=O)[nH]c3c2)cc(Cl)c1OCC(=O)NC(C)(C)C the results were HTR1E antagonist 6, HEK293 NFkB inh 4, HTR1A agonist 0.1, D1 mod 1, 5HT1a antag -14, 5HT1E ag 0.4, Jurkat tox 60K 3 and S1P3 ag -0.9.
For CCOC(=O)COn1c(SCC(=O)OCC)nc2ccccc2c1=O the results were HTR1E antagonist 6, HEK293 NFkB inh 3, HTR1A agonist 0.2, 5HT1a antag 3 and 5HT1E ag -1.6.
Nn1c(Nc2ccccc2)nc2sc3c(c2c1=O)CCC3 was read as HTR1E antagonist 4, HEK293 NFkB inh 0, HTR1A agonist -4.3, D1 mod -0.83, 5HT1a antag 17, 5HT1E ag 0.3, Jurkat tox 60K 20, S1P1 ag-PAM 56 and S1P3 ag -1.1.
For CCCCCCC1C(C#N)=C(N)OC2=C1C(=O)CC(C)(C)C2 (stereo not drawn) the results were HTR1E antagonist -4, HEK293 NFkB inh -2, HTR1A agonist 0.9, D1 mod 3.7*, 5HT1a antag 5, 5HT1E ag 0.4, Jurkat tox 60K -3, S1P1 ag-PAM -1 and S1P3 ag 0.2.
`O=C(NC1CCCC1)C(c1cccs1)N(Cc1ccco1)C(=O)c1csnn1` (stereo not drawn) gave HTR1E antagonist -6, HEK293 NFkB inh 12, HTR1A agonist -0.7, D1 mod 0.0044, 5HT1a antag 10, 5HT1E ag -0.6, Jurkat tox 60K -1, S1P1 ag-PAM -24 and S1P3 ag -0.3.
For Clc1ccc(OCc2nn3c(C4CCCCC4)nnc3s2)cc1 the results were HTR1E antagonist 4, HEK293 NFkB inh 8, HTR1A agonist -2.4, D1 mod 1.9, 5HT1a antag -13, 5HT1E ag 0.3, Jurkat tox 60K 0, S1P1 ag-PAM -14 and S1P3 ag 0.0.
Screening COc1ccc(C)cc1NC(=O)C1CC(=O)N(Cc2ccco2)C1 (stereo not drawn) returned HTR1E antagonist -7, HEK293 NFkB inh 10, HTR1A agonist -0.2, D1 mod -0.04, 5HT1a antag -9, 5HT1E ag 0.6, Jurkat tox 60K -9, S1P1 ag-PAM 4 and S1P3 ag -0.2.
CS(=O)(=O)N(CC(=O)N1CCC(C(N)=O)CC1)C1CCCCC1 was read as HTR1E antagonist 6, HEK293 NFkB inh 2, HTR1A agonist -0.7, D1 mod -1.4, 5HT1a antag 4, 5HT1E ag -0.4, Jurkat tox 60K -9, S1P1 ag-PAM 2 and S1P3 ag 0.1.
Screening COc1cccc(N2CC34C=CC(O3)C(C(=O)O)C4C2=O)c1 (stereo not drawn) returned HTR1E antagonist 9, HEK293 NFkB inh -1, HTR1A agonist -0.1, 5HT1a antag -9 and 5HT1E ag -0.4.

Screens: PubChem BioAssay, several laboratories
